High-throughput results from PubChem.
BRCA1 expr up = increases BRCA1 expression; Potency, µM (top dose mostly 46.1 µM), without a hit: at the highest dose activation, hits mostly activators; MCF7-BRCA1-FFLuc reporter, luminescence, 48 h; response scale: scaled: vehicle 0%, 10 µM genistein 100%; 380,000 tested, 1.1% active; AID 624202; active means well fitted activation curve with a large enough effect; inconclusive means small, poorly fitted or top-dose-only effect; inactive means no such curve, though single readings can be large or run the other way; further: nearly all actives have a fitted effect of over 80% in size; some results filed as inactive show a strong effect at the top dose
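48 h compound treatment of MCF7-BRCA1-FFLuc cells (phenol-red free MEM, 37 °C), then 15 min with luciferase substrate and luminescence imaging.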
* marks the source's active call; other numbers are inactive results; ? = inconclusive. Potency means the concentration at half of the fitted maximal effect. Some of the compounds tested; rates above refer to the full screens.

Start of the data: the first six compounds (preview)
BRCA1 expr up	Compound
-41%	COc1ccccc1Cc1c(-c2ccc(C#N)cc2)nc2c(Cl)cc(C(F)(F)F)cn12
7%	COc1ccc(C(O)c2nc(-c3cccc(CO)c3)cs2)cc1 (centres undefined)
27%	O=C(Nc1ccccc1[N+](=O)[O-])OCC=Cc1ccccc1
-43%	COc1ccc(NC(=O)C2Cc3c(-c4cccc(NC(C)=O)c4)ccnc3O2)cn1 (centres undefined)
18%	COc1ccccc1CNC(=O)c1cc(-c2ccc(F)cc2OC)n[nH]1
10%	COc1c2c(c(OC)c3ccccc13)[C@@]1(OC2)O[C@H](CCO)C[C@H](O)[C@H]1O

All compounds of this part (from the top)
BRCA1 expr up	Compound
-41%	COc1ccccc1Cc1c(-c2ccc(C#N)cc2)nc2c(Cl)cc(C(F)(F)F)cn12
7%	COc1ccc(C(O)c2nc(-c3cccc(CO)c3)cs2)cc1 (centres undefined)
27%	O=C(Nc1ccccc1[N+](=O)[O-])OCC=Cc1ccccc1
-43%	COc1ccc(NC(=O)C2Cc3c(-c4cccc(NC(C)=O)c4)ccnc3O2)cn1 (centres undefined)
18%	COc1ccccc1CNC(=O)c1cc(-c2ccc(F)cc2OC)n[nH]1
10%	COc1c2c(c(OC)c3ccccc13)[C@@]1(OC2)O[C@H](CCO)C[C@H](O)[C@H]1O
5%	O=C1CCCCCC(=O)[C@H](O)C[C@H](c2ccccc2)O1
23%	CC(C)Nc1nc(NCCN2CCNC2=O)c2sccc2n1
1%	COc1ccc(C(=O)O)cc1S(=O)(=O)Nc1cc(C(F)(F)F)ccc1N1CCCCC1
6%	CC(CO)NS(=O)(=O)c1cccc(Cl)c1F (centres undefined)
0%	Cc1c(Cl)cccc1N=C1NC(=O)CS1
8%	Cc1cccc(CN2CCN(C3CN(CCc4ccccc4)S(=O)(=O)C3)CC2)c1 (centres undefined)
?	COc1ccc(C(O)c2nc(-c3ccc4ccccc4c3)cs2)cc1 (centres undefined)
-1%	COc1ccc(CCN2CC(C(=O)NCc3cccc(F)c3)CCC2=O)cc1 (centres undefined)
1%	C[C@@H]1CN([C@@H](C)CO)C(=O)CCCn2nncc2CO[C@H]1CN(C)Cc1ccc(C(F)(F)F)cc1
8%	CCCCNC(=O)C1c2ccccc2OCC(=O)N1CCc1ccc(OC)c(OC)c1 (centres undefined)
7%	CCCCCCNC(=O)O[C@H]1C[C@@H]2C(=O)N(c3ccccc3)C(=O)[C@@H]2[C@@H]2CN(S(=O)(=O)c3ccc(C)cc3)C[C@]12O
-15%	CSCc1ccc(C(=O)OCC(=O)NC2CCCC2)o1
24%	CCc1nc2ccc(C(=O)NCc3cccs3)cn2c1N(CC)CCN(C)C
23%	O=C(NC1CCCCC1)C1c2ccccc2OCC(=O)N1C1CC1 (centres undefined)

More structures
BRCA1 expr up	Compound
6%	COC(=O)c1ccc(N2C(c3cc(OC)cc(OC)c3)=Cc3ccc(OC)cc3C2CC(=O)c2ccco2)cc1 (centres undefined)
-55%	CCN(CC)c1ccc(/C=C/c2c(C)cnc3ccc(C)cc23)cc1
-9%	CC1(C(=O)Nc2cccc(C(F)(F)F)c2)Cc2c(-c3cccc(C(F)(F)F)c3)ccnc2O1 (centres undefined)
9%	COCCNC(=O)C1(C)CCCN(C(=O)c2ccc(F)cc2Cl)C1 (centres undefined)
2%	CCCCN(C)C(=O)c1sc(=O)n(Cc2ccccc2C#N)c1C
-7%	COc1ccccc1Cn1c(C)c(C(=O)NCc2cccc(C)c2)sc1=O
-9%	CC(C)N(C)c1ncnc2c1ncn2[C@H]1CN(Cc2ccco2)C[C@@H](CO)O1
-7%	Cc1ccc(NC(=O)CSC(C)C(=O)OCc2cc(=O)oc3cc(O)ccc23)cc1 (centres undefined)
-3%	CC1(C(=O)NS(=O)(=O)c2ccc(C#N)cc2)CCN1C(=O)CC1CC1 (centres undefined)
-25%	CCc1nc2ccc(C(=O)Nc3cccc(OC)c3)cn2c1N(CCC(C)C)CCN(C)C
16%	O=C(/C=C/[C@H]1O[C@@H](n2ccc(=O)[nH]c2=O)[C@H](O)[C@@H]1O)NCc1ccco1
-18%	C/C=C/c1cccc(-c2nc(C(=O)NC3CCCC3)cc3c2[C@@H](CCO)N(S(=O)C(C)(C)C)C3)c1 (some centres undefined)
8%	CN1OC[C@@H]2CN(C(=O)c3ccc(-c4ccccc4)cc3)[C@H](c3ccc(-c4cccc(F)c4)cc3)C[C@@H]21
-65%	CC(C)c1ccc(NC(=O)Nc2nc(C(N)C3CCCCC3)cs2)cc1 (centres undefined)
0%	COc1ccc(-c2csc(C(O)c3ccc(F)cc3)n2)cc1 (centres undefined)
3%	CCOc1ccc(NC(=O)CSc2nc3cc(C(=O)NCC4CCCO4)ccc3c(=O)n2CC2CCCO2)cc1 (centres undefined)
2%	C[C@H](NC(=O)c1ccccc1)C(=O)OCC(=O)Nc1ccc(Cl)cn1
-1%	CCCCNC(=O)C1(C)CCN1C(=O)c1cc(C)n(C(C)(C)C)n1 (centres undefined)
-4%	O=C(NN=Cc1ccc(O)c(O)c1)c1ccccc1
0%	C[C@H](CO)N1C[C@H](C)[C@H](CN(C)S(=O)(=O)c2ccc(Oc3ccccc3)nc2)OCc2cnnn2CCCC1=O

Continued:
BRCA1 expr up	Compound
-51%	OCC1OC(n2ccc3c2ncn2ncnc32)C(O)C1O (centres undefined)
-1%	CCOc1ccc(NC(=O)CN(C)C(=O)CCCNC(=O)c2ccc(Cl)cc2)cc1OCC
-7%	COc1ccc(-c2c(C(=O)c3ccccc3)[nH]c(N)c2C(=O)NCc2ccccc2)cc1OC
?	CC1CC(=O)c2cc(-c3ccccc3)oc2C1 (centres undefined)
-19%	CCOC(=O)C1=CCC(c2ccco2)N(S(=O)(=O)c2ccc(C)cc2)C1 (centres undefined)
4%	CN1OC[C@@H]2CN(C(=O)Cc3ccccc3)[C@H](c3ccccc3Br)C[C@@H]21
6%	Fc1cccc(Cc2c(C3CCCCC3)nc3c4ccccc4ccn23)c1
-24%	Cn1c(=O)c2cc(NC(=O)NCc3ccc(F)cc3)ccc2n1C/C=C/c1ccccc1
16%	O=C(NCc1ccc(Cl)cc1Cl)Nc1nc([C@@H]2O[C@H](CO)[C@@H](O)[C@H](O)[C@H]2O)cs1
7%	Cc1ccc(S(=O)(=O)N2C[C@@H](C)[C@]3(C2)[C@H](O)[C@H](OC(=O)NC2CC2)C[C@H]2C(=O)N(c4ccccc4)C(=O)[C@H]23)cc1
-3%	COc1ccc(C2CC=C(C(C)=O)CN2S(=O)(=O)c2ccccc2)cc1 (centres undefined)
4%	O=C(Nc1ccc(NC(=O)c2ccccc2)c2ccccc12)c1ccccc1
23%	O=C(NCc1cccc(C(F)(F)F)c1)c1ccc2sc([C@H]3C[C@H](O)[C@@H](CO)O3)nc2c1
12%	CCc1nc2ccc(C(=O)NCCCn3ccnc3)cn2c1N(C)Cc1cccs1
21%	COc1ccc(S(=O)(=O)N2CCCOC2CNC(=O)C(=O)NCCO)cc1 (centres undefined)
?	C(=C\c1nc2ccccc2o1)/c1ccc2c(c1)OCO2
4%	Cc1csc(=O)n1CCC(=O)OCC(=O)N(C)c1c(N)n(Cc2ccccc2)c(=O)[nH]c1=O
-14%	CCCS(=O)(=O)NC(=O)C1(C)CCCN(C(=O)c2ccc(OC)cc2OC)C1 (centres undefined)
22%	COCCNC(=O)C1(C)CCN(C(=O)c2ccc(OC)c(F)c2)C1 (centres undefined)
0%	CCn1nccc1NC(=O)c1csc([C@@H]2O[C@H](CO)[C@H](O)[C@H](O)[C@H]2O)n1

(more compounds)
BRCA1 expr up	Compound
-54%	CCc1nc2c(OCCC3CCCCC3)cccn2c1N(C)C(=O)c1ccccc1F
?	COCCCNc1ccn2nc(-c3cccc(Cl)c3)cc2n1
8%	COc1ccc(C=C(C#N)C(=O)c2ccccc2)cc1
5%	Cc1c(NC(=O)COC(=O)c2cccc(F)c2)c(=O)n(-c2ccccc2)n1C
-42%	CCn1c2ccccc2c2cc(/C=C3/C=Cc4ccccc43)ccc21
6%	CN1C[C@@H](CO)O[C@@H](n2cnc3c(N4CCOCC4)ncnc32)C1
-1%	O=C(Nc1ccc(OCCO)cc1)c1csc([C@H]2C[C@H](O)[C@@H](CO)O2)n1
-5%	CCCCCCN1C[C@@H](O)[C@H](n2cc(-c3ccc(F)cc3)nn2)C[C@@H]1c1ccccc1
23%	Cc1ccc(S(=O)(=O)NC(=O)Cn2nnc(-c3ccccc3)c2COc2ccc3ccccc3c2)cc1
5%	O=C(NC1CCCC1)C1c2ccccc2OCC(=O)N1CC(F)(F)F (centres undefined)
-4%	COc1cc([N+](=O)[O-])c(C)cc1NC(=O)c1ccc(OC)c(OC)c1
-32%	CCc1nc2c(OCc3ccc(OC(F)F)cc3)cccn2c1N(C)C(=O)c1cccs1
-36%	O=C(NCc1cccs1)C1Cc2c(-c3ccc(Cl)cc3)ccnc2O1 (centres undefined)
8%	Cc1cn([C@H]2C[C@H](O)[C@@H](CNS(=O)(=O)N3CCCC3)O2)c(=O)[nH]c1=O
9%	CCCCCc1c(-c2ccccc2)ncn1CCc1ccccc1OC
-13%	CCOC(=O)C1=CCN(S(=O)(=O)c2ccc(C)cc2)C1c1cccc2ccccc12 (centres undefined)
3%	COC(=O)C[C@H]1C[C@@H]2c3cc(NC(=O)NC4CCCC4)ccc3O[C@@H]2[C@@H](CO)O1
-7%	C[C@H]1CN([C@@H](C)CO)S(=O)(=O)c2ccc(C#Cc3ccccn3)cc2O[C@H]1CN(C)Cc1ccc(F)cc1
-28%	CCOc1ccc(Cl)cc1-c1cc(C(=O)NCc2cccc(C(F)(F)F)c2)[nH]n1
-14%	O=C(CNC(=O)C12CC3CC(CC(C3)C1)C2)N1CCCC(C(F)(F)F)C1 (centres undefined)

Continuation:
BRCA1 expr up	Compound
-25%	O=C(Nc1ccc(F)c(Cl)c1)c1cc(C2CCCCN2C(=O)CCc2ccccc2)on1 (centres undefined)
2%	C[C@@H]1CN([C@H](C)CO)C(=O)c2cc(Br)cnc2O[C@@H]1CN(C)Cc1ccc(F)cc1
16%	O=C(Nc1ccccc1Cl)c1cc(C2CCCN(C(=O)c3cccc(O)c3)C2)on1 (centres undefined)
-7%	CN1CCN(C(=O)c2ccc(-c3ccc(F)c(F)c3)c3ccoc23)CC1
-23%	CS(=O)(=O)Nc1cccc(NC(=O)c2ccc(-n3ccnc3)c3ccoc23)c1
-30%	FC(F)(F)C(F)(F)C(F)(F)c1nc2nc(Cl)c(Cl)nc2[nH]1
-17%	CCCCn1nnnc1C(c1cc2ccccc2o1)N(C)Cc1ccccc1 (centres undefined)
5%	Cc1ccc(C(=O)OCC(=O)NC2CCCCCCC2)cc1C
1%	N#CC1C(=O)Nc2cccnc21 (centres undefined)
-29%	COCOCCn1cc(CN2CCS(=O)(=O)N(Cc3ccc(-c4cccc(CO)c4)cc3)C(C(C)C)C2=O)nn1 (centres undefined)
13%	C[C@H]1CN([C@@H](C)CO)S(=O)(=O)c2ccc(Br)cc2O[C@H]1CN(C)C(=O)Cc1ccncc1
14%	O=C1c2ccccc2C(c2nnnn2Cc2ccccc2)N1C1CC1 (centres undefined)
1%	CCCC(C)(C)C(=O)N1CCC1(C)C(=O)NS(=O)(=O)c1cccc(Cl)c1 (centres undefined)
1%	CCCS(=O)(=O)NC(=O)C1(C)CCCN(C(=O)c2oc3ccccc3c2C)C1 (centres undefined)
10%	C[C@@H]1CCCCO[C@@H](CN(C)C(=O)Nc2ccc3c(c2)OCO3)[C@@H](C)CN([C@H](C)CO)C(=O)c2cc(N(C)C)ccc2O1
-28%	CC(C)C[C@H]1CNC(=S)N1C[C@H]1CCCN1C[C@H](CC(C)C)N1C[C@H](Cc2ccccc2)N(CCc2ccccc2)C1=S
-15%	Cc1cccc(C(=O)OCC(=O)Nc2sccc2C(N)=O)c1C
-7%	O=C(Nc1cccc(Oc2ccccc2)c1)C1Cc2c(-c3cccc(F)c3)ccnc2O1 (centres undefined)
-9%	COc1ccc2[nH]cc(C(=O)CNc3nccs3)c2c1
49%	O=C(NCc1ccccc1)c1ccc(-c2cn[nH]c2)c2ccoc12

Reprinted from the part before: seven entries; new compounds follow.
BRCA1 expr up	Compound
1%	CCCS(=O)(=O)NC(=O)C1(C)CCCN(C(=O)c2oc3ccccc3c2C)C1 (centres undefined)
10%	C[C@@H]1CCCCO[C@@H](CN(C)C(=O)Nc2ccc3c(c2)OCO3)[C@@H](C)CN([C@H](C)CO)C(=O)c2cc(N(C)C)ccc2O1
-28%	CC(C)C[C@H]1CNC(=S)N1C[C@H]1CCCN1C[C@H](CC(C)C)N1C[C@H](Cc2ccccc2)N(CCc2ccccc2)C1=S
-15%	Cc1cccc(C(=O)OCC(=O)Nc2sccc2C(N)=O)c1C
-7%	O=C(Nc1cccc(Oc2ccccc2)c1)C1Cc2c(-c3cccc(F)c3)ccnc2O1 (centres undefined)
-9%	COc1ccc2[nH]cc(C(=O)CNc3nccs3)c2c1
49%	O=C(NCc1ccccc1)c1ccc(-c2cn[nH]c2)c2ccoc12
-40%	CC1(C(=O)Nc2cccnc2)Cc2c(-c3ccc4c(c3)OCO4)ccnc2O1 (centres undefined)
46%	CC(C)CNC(=O)c1cccc2c(-c3cccnc3)coc12
-1%	CC1=C(C(=O)N2CCOCC2)CC(CC(=O)NCCCCc2ccccc2)C(=O)N1CCC1=CCCCC1 (centres undefined)
1%	C[C@H](CO)N1C[C@H](C)[C@@H](CN(C)S(=O)(=O)c2cn(C)cn2)OCc2cnnn2CCCC1=O
-4%	CCCCn1c(N)c(N(CCOC)C(=O)c2oc3c(Cl)cccc3c2C)c(=O)[nH]c1=O
9%	Cc1ccc2c(=O)n3c(nc2c1)C(C)NC(=O)c1cccnc1-3 (centres undefined)
0%	CC(=O)N1CCCC(C)(C(=O)Nc2cccc(OC(C)C)c2)C1 (centres undefined)
